Chronic BCR inh: blocks chronic active B-cell receptor signaling | ABC-DLBCL IkBa-CBG/CBR reporter, luminescence ratio, 4 h | Potency, µM (titrated, usually from 46.1 µM), without a hit: at the top dose ratio change, negative = lower green/red ratio, hits mostly inhibitors | AID 493014 | 340,000 compounds, 0.05% hits; active = well fitted inhibition curve with a large enough effect in the signal ratio, with a control signal flat, not every such curve was filed as active; inconclusive = small, poorly fitted or top-dose-only effect, or effect the other way, or a change in a side signal; the % refers to the signal ratio;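 note: potency is the fitted concentration of half-maximal effect; plate controls were basal doxycycline-induced cells for no effect and cells given 10 µM MG132 for full effect; MG132 reads +100%, hits lower the ratio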
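Cell line TMD8 (human ABC DLBCL), stably expressing tet-inducible CBG68-IkBa fusion and CBR; IMDM/0.5% FBS; cpd up to 46 uM; dox induction, 4 h, 37C/5% CO2; dual luminescence; green/red ratio; MG132 control.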
PKM2 activator: increases activity of human pyruvate kinase M2; P14618; purified PKM2, Kinase-Glo ATP luminescence, activation; response scale: 0% is enzyme alone, no compound; Potency, µM (top dose mostly 57.5 µM), for the others: at the highest dose activation, usual class: activators; 260,000 compounds, 0.34% hits; note: potency is the fitted concentration of half-maximal effect; nearly all actives have a fitted effect of over 55% in size
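Purified hPK-M2 (>95%) run at intermediate activity with 0.1 mM ADP and 0.5 mM PEP in 50 mM imidazole pH 7.2, KCl, MgCl2; 1 h room temperature. ATP formed read by Kinase-Glo luminescence; normalized to uninhibited and no-enzyme controls.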
B2AR arrestin: agonists driving beta-arrestin recruitment to human beta2-adrenergic receptor. beta-arrestin recruitment to beta2AR, cell-based reporter. 330,000 compounds, 0.02% hits. Potency, µM (titrated, usually from 46.1 µM), without a hit: at the top dose activation, usual class: activators. P07550. AID 492947;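 note: potency is the fitted concentration of half-maximal effect; 0% = DMSO controls and full agonism = EC100 isoproterenol or metaproterenol; nearly all actives have a fitted effect of over 65% in size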
USP2a block: USP2a (human) protease inhibition. O75604. AID 463254. USP2 core, Ub-CHOP2 coupled fluorogenic reporter, 485/531. 330,000 compounds, 0.01% hits. Potency, µM (top dose mostly 38.3 µM), without a hit: at the highest dose activity change, negative = inhibition, most hits filed as inhibitors;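 note: potency is the fitted concentration of half-maximal effect; plate controls were DMSO wells for no effect and full inhibition by NEM control for full effect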
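USP2 core (10nM final) preincubated 30min RT with compound in 20mM Tris-HCl pH 8.0, 2mM CaCl2, 2mM beta-mercaptoethanol, 0.05% CHAPS; 25nM Ub-CHOP2 plus 25nM reporter substrate added, fluorescence (Ex485/Em531) read after 60min.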
Eya2 inh: inhibitors of human Eya2 phosphatase activity. O00167. recombinant Eya2, OMFP fluorescence dephosphorylation (OMFP is methylfluorescein phosphate). Potency, µM (series often up to 76.9 µM), for the others: at the highest dose activity, negative = inhibition, most hits filed as inhibitors. 330,000 compounds, 0.006% hits. AID 488837; note: potency is the fitted concentration of half-maximal effect
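Eya2 (0.2 uM) preincubated 10 min at ambient with compound, then OMFP substrate added at 50 uM; 10 min reaction in 50 mM HEPES pH 7.5, 50 mM NaCl, 5 uM MgCl2, 0.05% BSA, 1 mM DTT. Fluorescence read at Ex 485/Em 525 nm.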
uPA generation: blocks generation of uPA at the cell surface. cell surface uPA generation assay, qHTS. Potency, µM (highest dose often 38.3 µM), for the others: at the top dose activity change, negative = inhibition, actives largely listed as inhibitors. 330,000 compounds, 0.31% hits. AID 540303; active = well fitted inhibition curve with a large enough effect; inconclusive = small, poorly fitted or top-dose-only effect; inactive = no such curve, though single readings can be large or run the other way; tested in mouse RAW 264.7 cells; note: potency is the fitted concentration of half-maximal effect; nearly all actives have a fitted effect of over 55% in size
Giardia killer: Giardia lamblia killing. Giardia lamblia trophozoite viability. activity change, % at 7.66 µM, hits read low. 340,000 compounds, 0.15% hits; in the data active = activity change below about -80%; inconclusive = between about -30% and that limit;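 note: parasites exposed to compound for two days anaerobically before the ATP read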
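Viability, read as ATP luminescence: trophozoites at 100 cells/well, compound added, 48 hrs anaerobic at 37 deg C, then 15-30 min room-temperature development before reading.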
FBPA coupling cs: coupling enzyme interference in Giardia aldolase counter-screen | coupling enzyme system counterscreen, AmpLite Red fluorescence | activity change, negative = inhibition, % at 58.2 µM, hits read low | 290,000 compounds, 0.67% hits | AID 2472; in the data active = activity change below about -30%
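Counterscreen of the coupled detection system alone, without aldolase: glyceraldehyde-3-phosphate coupling enzymes plus AmpLite Red readout. Compounds at 57.5 uM final, 10 min RT preincubation, 20 min RT reaction, fluorescence 525/598 nm.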
GALK inhibitor: blocks human galactokinase activity. Purified GALK, Kinase-Glo residual ATP luminescence. Potency, µM (highest dose often 57.5 µM), for the others: at the top dose activity change, negative = inhibition, most hits filed as inhibitors. 270,000 compounds, 0.007% hits. AID 1868; note: potency is the fitted concentration of half-maximal effect
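The enzyme phosphorylates galactose (100 uM) using ATP (35 uM); inhibition is detected as higher residual ATP, quantified by bioluminescence after 1 h reaction at room temperature, pH 8.0.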
KCNH2 3.1 inh: inhibitors of human KCNH2 3.1 potassium channel isoform; U2OS KCNH2 3.1, thallium flux FluxOr; active compounds read low; activity change, % (tested at about 1.8 µM); 340,000 compounds, 0.95% hits; AID 720553;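 active = maximum activity change below -70%; inconclusive = maximum activity change from -70% to -50%; inactive = maximum activity change above -50%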;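 note: thallium influx rate constant from kinetic fluorescence after stimulation buffer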
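Thallium flux via FluxOr fluorescence (Red40 quencher, 45 min loading) in U2OS cells virally expressing the KCNH2 3.1 isoform (1.77 x 10^8 /mL virus, overnight at 37 C). Rate constants from 2-min kinetic reads post-stimulation, normalised to positive and negative controls.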
hERG WT inh: inhibitors of human wildtype KCNH2 potassium channel; Q12809; U2OS, BacMam KCNH2, thallium flux FluxOr; active compounds read low; activity change, % at 1.84 µM; 340,000 compounds, 0.37% hits; AID 720551;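 active = maximum activity change below -70%; inconclusive = maximum activity change between -70% and -50%; inactive = maximum activity change above -50%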
Target sequence (Q12809 whole entry, looked up): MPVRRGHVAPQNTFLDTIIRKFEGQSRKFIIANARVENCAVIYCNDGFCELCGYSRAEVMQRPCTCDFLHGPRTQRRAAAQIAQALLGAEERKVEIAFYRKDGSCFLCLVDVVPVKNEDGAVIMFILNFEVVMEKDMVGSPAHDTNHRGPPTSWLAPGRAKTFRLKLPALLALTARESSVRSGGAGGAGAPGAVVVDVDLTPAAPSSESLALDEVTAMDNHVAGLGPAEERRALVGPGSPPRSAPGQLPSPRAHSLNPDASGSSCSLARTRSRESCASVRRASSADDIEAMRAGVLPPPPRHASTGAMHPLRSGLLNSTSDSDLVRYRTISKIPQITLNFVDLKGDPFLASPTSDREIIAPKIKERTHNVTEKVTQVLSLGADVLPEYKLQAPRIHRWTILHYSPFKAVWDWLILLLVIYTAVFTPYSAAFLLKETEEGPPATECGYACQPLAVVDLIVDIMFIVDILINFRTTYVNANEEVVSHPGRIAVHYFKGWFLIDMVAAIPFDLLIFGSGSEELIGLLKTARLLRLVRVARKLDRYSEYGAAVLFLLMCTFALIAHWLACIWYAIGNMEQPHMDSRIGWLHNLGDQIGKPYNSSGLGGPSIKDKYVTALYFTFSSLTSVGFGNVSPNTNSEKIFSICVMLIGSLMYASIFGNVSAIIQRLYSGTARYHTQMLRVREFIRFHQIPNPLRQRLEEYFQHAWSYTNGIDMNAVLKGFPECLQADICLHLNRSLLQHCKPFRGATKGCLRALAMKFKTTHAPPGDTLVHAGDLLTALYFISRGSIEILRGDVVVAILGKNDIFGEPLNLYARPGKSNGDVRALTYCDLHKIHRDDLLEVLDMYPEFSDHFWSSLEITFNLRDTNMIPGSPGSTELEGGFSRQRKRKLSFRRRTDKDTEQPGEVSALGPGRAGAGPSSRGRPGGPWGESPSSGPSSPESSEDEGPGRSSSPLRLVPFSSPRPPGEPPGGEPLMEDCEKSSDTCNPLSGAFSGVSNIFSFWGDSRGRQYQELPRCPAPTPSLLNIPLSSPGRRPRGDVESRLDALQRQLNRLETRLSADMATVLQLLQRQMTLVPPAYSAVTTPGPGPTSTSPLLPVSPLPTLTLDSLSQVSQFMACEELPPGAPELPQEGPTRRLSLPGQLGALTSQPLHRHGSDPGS
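U2OS cells transduced with wild-type KCNH2 virus are loaded with FluxOr dye for 45 min, and thallium flux is measured in kinetic reads before and after stimulation buffer. Rate constants are normalized to DMSO controls.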
Starred values were filed as active, the others as inactive; ? = inconclusive; . = not tested or not shown; [ ] = dose if it differs, or a comment. Unless noted, calls come from the whole dose curve; as a rule, active = well fitted curve in the direction sought with a large enough effect; inconclusive = small, poorly fitted or top-dose-only effect, or another doubt; inactive = no such curve, though single readings can be large; an effect the other way counts as inactive or inconclusive. Unless noted, % is set by controls: 0 for no effect and ±100 for the full control effect.

1	Cc1ccc(S(=O)(=O)NC2=NCN(CCOC(=O)c3ccc([N+](=O)[O-])cc3)CN2)cc1
2	CCOC(=O)C1CCCN(C2CC(=O)N(c3ccc(C(C)C)cc3)C2=O)C1 (configuration not stated)
3	O=C(N/N=C/c1cccc(OC(=O)c2cccc(Br)c2)c1)c1cccnc1
4	O=C(Nc1ccccc1O)c1ccc(NC(=O)C2CC2)cc1
5	CCOC(=O)c1ccccc1CN1C(=O)c2ccccc2S1(=O)=O
6	Cc1ccccc1CSc1nnc(-c2ccccn2)n1N
7	Cc1ccc2c(c1)C(=O)c1ccccc1CS2=O (configuration not stated)
8	CO/N=C(/C(=O)N[C@@H]1C(=O)N2C(C(=O)O)=CCS[C@H]12)c1cnc(N)s1
9	CC(=O)c1c(C)[nH]c(C(=O)OCC(=O)N(C)C)c1C
10	Clc1ccc2oc(SCc3cccnc3)nc2c1

Screen / compound no.	1	2	3	4	5	6	7	8	9	10
Chronic BCR inh	-18%	-24%	-1%	?	5%	-2%	0%	-4%	8%	0%
PKM2 activator	-14%	-4%	2%	-4%	.	-1%	10%	2%	-8%	.
B2AR arrestin	0.2%	-0.5%	0.0%	0.1%	0.6%	0.6%	0.1%	0.2%	-0.3%	0.3%
USP2a block	1%	-2%	2%	1%	0%	2%	4%	-4%	3%	2%
Eya2 inh	-8%	-10%	-2%	13%	5%	-3%	5%	-10%	0%	-3%
uPA generation	.	10%	?	-6%	2%	-3%	-1%	.	-2%	-8%
Giardia killer	0	-11	-9	4	11	19	4	.	-17	-3
FBPA coupling cs	0	0	.	0	-2	0	1	-4	.	-5
GALK inhibitor	1%	6%	5%	5%	-3%	3%	1%	.	-1%	4%
KCNH2 3.1 inh	-6	18	-8	-10	-12	-1	4	.	-5	0
hERG WT inh	23	-6	-19	-3	-3	3	-1	.	-7	8

4 of the compounds above, as labelled records:
#5 CCOC(=O)c1ccccc1CN1C(=O)c2ccccc2S1(=O)=O
- Chronic BCR inh: 5%
- PKM2 activator: .
- B2AR arrestin: 0.6%
- USP2a block: 0%
- Eya2 inh: 5%
- uPA generation: 2%
- Giardia killer: 11
- FBPA coupling cs: -2
- GALK inhibitor: -3%
- KCNH2 3.1 inh: -12
- hERG WT inh: -3

#6 Cc1ccccc1CSc1nnc(-c2ccccn2)n1N
- Chronic BCR inh: -2%
- PKM2 activator: -1%
- B2AR arrestin: 0.6%
- USP2a block: 2%
- Eya2 inh: -3%
- uPA generation: -3%
- Giardia killer: 19
- FBPA coupling cs: 0
- GALK inhibitor: 3%
- KCNH2 3.1 inh: -1
- hERG WT inh: 3

#7 Cc1ccc2c(c1)C(=O)c1ccccc1CS2=O (configuration not stated)
- Chronic BCR inh: 0%
- PKM2 activator: 10%
- B2AR arrestin: 0.1%
- USP2a block: 4%
- Eya2 inh: 5%
- uPA generation: -1%
- Giardia killer: 4
- FBPA coupling cs: 1
- GALK inhibitor: 1%
- KCNH2 3.1 inh: 4
- hERG WT inh: -1

#8 CO/N=C(/C(=O)N[C@@H]1C(=O)N2C(C(=O)O)=CCS[C@H]12)c1cnc(N)s1
- Chronic BCR inh: -4%
- PKM2 activator: 2%
- B2AR arrestin: 0.2%
- USP2a block: -4%
- Eya2 inh: -10%
- uPA generation: .
- Giardia killer: .
- FBPA coupling cs: -4
- GALK inhibitor: .
- KCNH2 3.1 inh: .
- hERG WT inh: .

(more compounds)
11	COc1ccccc1NS(=O)(=O)c1cc(NC(=O)c2cc(=O)[nH]c3ccccc23)ccc1N1CCOCC1
12	O=C(CC(c1ccc(F)cc1)c1ccco1)N1CCOCC1 (configuration not stated)
13	Cc1nc(C(=O)N2CCC(n3nccc3NC(=O)Nc3ccccc3Cl)CC2)cs1
14	CCCCC(C(=O)NC(=O)NCc1ccccc1)N1C(=O)c2ccccc2C1=O (configuration not stated)
15	COc1cc(NS(=O)(=O)c2cc3[nH]c(=O)c(=O)[nH]c3cc2C)cc(OC)c1OC
16	Cc1ccc(C(OC(=O)c2ccco2)C(=O)NCc2cccs2)cc1 (configuration not stated)
17	CCOc1ccc(N(CC(=O)NCc2ccccc2Cl)S(=O)(=O)c2c(C)noc2C)cc1
18	Cc1ccc(-c2cc(C(=O)OCC(=O)N(C)c3c(N)n(Cc4ccccc4)c(=O)[nH]c3=O)c3ccccc3n2)o1
19	Cc1ccc(S(=O)(=O)N2CCCC(NC(=O)N3CCN(c4ccccc4)CC3)C2)cc1 (configuration not stated)
20	COc1ccc(-n2cnnc2SCC(=O)NCc2cccs2)cc1

Screen / compound no.	11	12	13	14	15	16	17	18	19	20
Chronic BCR inh	-6%	0%	0%	-8%	-3%	0%	0%	-3%	14%	?
PKM2 activator	0%	?	.	5%	7.1µM*	4%	.	.	2%	1%
B2AR arrestin	-0.4%	-0.5%	-0.4%	0.5%	-0.2%	-0.7%	0.0%	-0.2%	?	-0.1%
USP2a block	-4%	-5%	2%	4%	-2%	-1%	-1%	4%	-3%	0%
Eya2 inh	?	10%	0%	-4%	-3%	20%	2%	0%	7%	-23%
uPA generation	2%	2%	36%[activator]	1%	20%	7%	11%	-6%	1%	1%
Giardia killer	?	-26	-4	-12	?	2	-2	-11	5	-8
FBPA coupling cs	0	2	-1	-4	1	0	.	.	1	0
GALK inhibitor	6%	6%	8%	3%	.	-3%	-9%	.	-2%	0%
KCNH2 3.1 inh	-3	.	-2	15	4	16	-20	-13	-13	4
hERG WT inh	-1	19	0	-16	31	-12	5	-15	-3	26

21	S=C(NNc1ccnc2cc(Cl)ccc12)Nc1ccc(Cl)cc1Cl
22	CCOC(=O)c1cccc(NC(=O)CSc2nc3ccccc3c(=O)n2CCOC)c1
23	O=C(Nc1ccc(O)cc1)c1cc(S(=O)(=O)N2CCCC2)ccc1Cl
24	Cc1nn(CC(=O)O)c(C)c1[N+](=O)[O-]
25	C=CCSc1nnc2c(n1)OC=Nc1ccc(Br)cc1-2
26	CC(C)(C)n1nnnc1CN1CCSCC1
27	CCSc1nnc(NC(=O)CSc2nnc(CNC(=O)c3ccc(OC)cc3)o2)s1
28	COc1ccc(OC)c(CNC(=O)c2ccc(C)c(NC(=O)C3=C(C)OCCS3)c2)c1
29	Cc1ccc(OCc2ccc(C(=O)Nc3nc4ccccc4n3Cc3ccccc3)o2)c([N+](=O)[O-])c1
30	COc1ccc(C2C(C(=O)N3CCCCC3)CC(=O)N2c2ccc(OC)cc2)cc1 (configuration not stated)

Screen / compound no.	21	22	23	24	25	26	27	28	29	30
Chronic BCR inh	10%	-1%	-2%	-15%	?	3%	11%	1%	0%	-1%
PKM2 activator	-3%	-2%	6%	18%	1%	-9%	-6%	.	3%	2%
B2AR arrestin	0.3%	0.5%	-0.5%	-0.7%	0.1%	-0.1%	-0.4%	-0.4%	0.0%	-0.3%
USP2a block	-11%	3%	3%	0%	-5%	-1%	0%	-1%	-7%	-4%
Eya2 inh	-9%	?	11%	-5%	-17%	1%	8%	1%	-17%	8%
uPA generation	-23%	.	-4%	3%	3%	3%	1%	3%	-6%	1%
Giardia killer	-13	-14	12	19	7	2	5	-11	-21	16
FBPA coupling cs	-1	4	3	-4	-3	4	0	.	-1	1
GALK inhibitor	5%	2%	4%	-3%	0%	2%	3%	-4%	-1%	-1%
KCNH2 3.1 inh	4	-37	10	-20	7	-8	0	-9	3	18
hERG WT inh	-3	17	-2	3	-9	-5	0	2	26	1

31	CCOc1ccc(S(=O)(=O)N2CCN(c3ccccc3OC)CC2)c2cccnc12
32	CC(C)c1ccc(NC(=O)C2CC(=O)N=C(N)S2)cc1 (configuration not stated)
33	CC1(C)CC(=O)C2=C(C1)Nc1cc(C(=O)c3ccccc3)ccc1NC2c1ccccn1 (configuration not stated)
34	Cc1nn(C)c(C(=O)Nc2ccc(Cl)c([N+](=O)[O-])c2)c1Cl
35	Cc1ccc(-c2csc3nc(CSc4nnc(-c5ccc(Cl)cc5)n4C)[nH]c(=O)c23)cc1
36	COCc1cc(C)nc2sc(C(=O)Nc3cccc(OC)c3)c(N)c12

Screen / compound no.	31	32	33	34	35	36
Chronic BCR inh	-19%	13%	4%	0%	-1%	?
PKM2 activator	2%	6%	7%	-9%	2%	1%[11.5 µM]
B2AR arrestin	-0.2%	-0.2%	?	0.4%	-1.1%	0.4%
USP2a block	1%	4%	0%	4%	2%	2%
Eya2 inh	-12%	-11%	5%	4%	1%	-14%
uPA generation	-8%	1%	1%	-1%	0%	6%
Giardia killer	12	-2	-11	-9	13	-6
FBPA coupling cs	-6	3	-7	0	-1	-6
GALK inhibitor	-2%	0%	2%	.	-2%	-2%
KCNH2 3.1 inh	2	17	-8	24	-20	-5
hERG WT inh	-12	2	-6	2	25	-5

Compound activity deposited in PubChem BioAssay by National Center for Advancing Translational Sciences (NCATS).
